# Screening results deposited in PubChem BioAssay by several laboratories.
# Autophagy HCS: autophagy modulation, high-content screen; MEF GFP-LC3 puncta imaging; test concentration mostly 10 µM; AID 463193; 0.98% of 190,000 active; calls only at 10 µM (by protocol);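 active = percentage of spot-positive cells more than 3 SD above its plate mean, without a fluorescence outlier flag or 80% toxicity; inconclusive = no clear call, values can overlap the other calls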;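 also: spot-positive cell cutoff set from DMSO-treated cells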
# Ins promoter up: MIN6 insulin promoter up-regulation; 0.3% of 190,000 active; AID 1625; z-score at 5 µM; MIN6 insulin promoter-GFP reporter, high-content imaging; hits give high values;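 active = z-score above 3 at 5 µM with at least 500 cells counted in the well; inconclusive = wells under 500 cells, flagged as cytotoxic or low count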
# NOD2 inhibition: NOD2 signaling inhibitors, cell-based, luminescence, uHTS, HEK293 (AID 1566) | HEK293 NOD2/NF-kB luciferase reporter, luminescence; higher % means a stronger effect | inhibition, % at 4 µM; hits with a dose series show EC50 in µM | 0.63% of 290,000 active; in the data active = inhibition above about 50%; also: many of its hits are not listed in these tables
# Hep lipid drop: hepatic lipid droplet formation modulation; AML12 mouse hepatocytes, oleate lipid droplets, BODIPY imaging; 0.4% of 240,000 active; inhibition, % at 6.5 µM; AID 1656;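 active = lipid droplet intensity inhibited by at least 50%, with more than 500 cells counted; inconclusive = wells with under 300 cells, treated as cytotoxic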
#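 Test system: AML12 hepatocytes (mouse); reagent: oleate loading, 100 µM; dosing: one dose, 6.5 µM compound; incubation: overnight exposure; signal: fluorescence imaging, 20x objective, two fields per well; read-out basis: % inhibition of corrected integrated BODIPY droplet signal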
# MT stabilize HCS: microtubule stabilization, imaging screen; HeLa tubulin immunostaining HCS, 24 h; share of cells brighter than vehicle mean+2SD; 0.83% of 200,000 active; AID 2205; % tubulin-high responders, % at 10 µM;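 active = plate Z-score above 3 for both tubulin-high and condensed-nucleus cell shares, with cell loss under 80%, at 10 µM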;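 also: anti alpha tubulin signal scored within the nucleus-defined area of each cell; some results filed as inactive read as strong as hits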
# Dynein transport: dynein cargo transport inhibition; z-score, hits read low; 0.47% of 220,000 active; 3617.4 mouse cells, GR-EGFP nuclear translocation imaging; test concentration mostly 20 µM; stimulated with dexamethasone, 1 µM; hits give low values;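 active = plate z-score of nuclear minus cytoplasmic receptor signal below a set negative limit, without overly bright fluorescence or cell loss, cut at about -3.5 in these data, passing the limit was not always enough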;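 also: z-score of nuclear minus cytoplasmic ring GR-EGFP intensity difference per well; some compounds called inactive have numbers as strong as hits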
#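 Buffer or medium: tet-free, stripped-serum medium; Also added: dexamethasone, 1.0 µM final; Technique: high-content fluorescence imaging after fixation; Times: 48 h induction, 1 h compound, 30 min dex at 37 °C; Read-out: per-cell GR-EGFP intensity, nucleus versus surrounding cytoplasmic ring, well-averaged.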
# Yfh1-off respiration: mitochondrial function rescue without frataxin homolog – Friedreich's ataxia, plus single-dose screen, dose response (AID 1465) | S. cerevisiae Yfh1-off respiration, WST-1 reduction, 72 h; higher fold induction means a stronger effect | fold induction at 50 µM; hits with a dose series show EC50 in µM | 0.074% of 220,000 active;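 active = fold induction of absorbance versus untreated yeast above a set limit, then at least 30% activation at any dose in follow-up; inconclusive = repeats straddling the limit, or above it without dose testing; inactive = fold induction below the set limit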;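 also: activators that raise dye reduction in frataxin-depleted yeast; strong numbers were not always called active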
# WT yeast gro inh: growth inhibition of WT yeast, mitochondrial fusion screen; mitochondrial fusion phenotypic screen, WT strain; inhibition, % at 10 µM; 2.1% of 190,000 active; AID 1362; in the data active = inhibition above about 58%; tested in S. cerevisiae
# bCat nuc transl: alters nuclear translocation of beta-catenin in HeLa cells. nuclear translocation activity, % at 5 µM. immunofluorescence imaging. AID 1665. 0.3% of 190,000 active;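 active = nuclear translocation activity above 50% at 5 µM, with a well cell count of 50 or more; inconclusive = wells under 50 cells across six images, flagged as toxic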;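 also: per-cell ratio of nuclear to cytoplasmic median beta-catenin stain intensity; plate controls were DMSO negative control for no effect and GSK-3 inhibitor IX positive control for full effect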
#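 Test system: human HeLa cell line; Doses: 5 µM primary, 0.02–20 µM confirmation; Incubation: 24 h compound exposure, 37°C; Detection: beta-catenin immunofluorescence imaging with DAPI; Read-out: beta-catenin nuclear/cytoplasmic ratio, % activation.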
# WT yeast gro inh mutant strain: also measured in WT yeast gro inh; calls as there; inhibition, %; mitochondrial fusion phenotypic screen, mutant strain inhibition
# Dynein transport cytoplasmic EGFP: further read-out of Dynein transport, marked with its call; z-score; measured here: cytoplasmic GR-EGFP intensity; hits give high values
# Dynein transport nuclear GR-EGFP: further read-out of Dynein transport, marked with its call; z-score; measured here: nuclear GR-EGFP intensity;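 lower value marks the stronger effect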
# Dynein transport cell count: second read-out of Dynein transport, no call of its own (marks repeat the call); z-score; measured here: cell count per field
# Ins promoter up cell count: recorded beside Ins promoter up, whose call it bears; cell count; measured here: cytotoxicity, nuclei count;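 total cells summed across four imaged fields per well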
# Hep lipid drop cells 6.5 µM: recorded beside Hep lipid drop, whose call it bears; cell count; measured here: cell count, cytotoxicity flag;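 cells counted across two imaged fields per well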
# bCat nuc transl cell count 5 µM: further read-out of bCat nuc transl, marked with its call; cell count; measured here: cell count, cytotoxicity flag
# MT stabilize HCS Hoechst-high %: also measured in MT stabilize HCS; calls as there; % Hoechst-high responders; measured here: nuclear condensation Hoechst responders;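 share of cells brighter than vehicle mean plus two SD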
# MT stabilize HCS cytotoxicity %: also measured in MT stabilize HCS; calls as there; toxicity, %; measured here: cytotoxicity by cell density;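 0% = mean cell density of plate MIN control wells and 100% = no cells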
# Autophagy HCS cell loss 18 h: further read-out of Autophagy HCS, marked with its call; toxicity, %; measured here: cell loss, nuclei count;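 cell loss after 18 h compound exposure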
# The depositor's hits bear a star; i = inactive; ? = inconclusive; · = not tested or not shown; + = active, no number.
no.	Molecule	WT yeast gro inh mutant strain	Autophagy HCS	Dynein transport cytoplasmic EGFP	MT stabilize HCS cytotoxicity %	Dynein transport	MT stabilize HCS	bCat nuc transl	Dynein transport nuclear GR-EGFP	Ins promoter up	MT stabilize HCS Hoechst-high %	Hep lipid drop	Dynein transport cell count	Yfh1-off respiration	Autophagy HCS cell loss 18 h	Ins promoter up cell count	WT yeast gro inh	NOD2 inhibition	Hep lipid drop cells 6.5 µM	bCat nuc transl cell count 5 µM
1	CCn1c(-c2ccccc2)c(C(=O)O)c2ccccc21	-5	i	-0.14	10	3.3	3.9	·	1.3	·	2.2	·	-2.9	i	14	·	-17	-9%	·	·
2	O=c1c2[nH]c3ccc(Br)cc3c2ncn1Cc1ccncc1	·	·	-0.28	·	0.24	·	0.1	0.089	0.46	·	·	1.1	i	·	1361	·	-7%	·	1320
3	O=S(=O)(c1ccc(NC(=S)N/N=C/c2c3ccccc3cc3ccccc23)cc1)N1CCOCC1	7	i	2.5	5.6	-0.87	5.1	0.0	0.057	·	2.7	31	0.58	i	-17	·	5	-17%	720	1488
4	CSc1nc(O)c(/C=C2\C=Nc3ccccc32)[nH]1	4	i	-0.27	2.8	-0.43	6.1	-1.2	-0.28	0.17	3.1	-2	1.2	?	-11	1082	28	6%	678	528
5	CCCC(=O)c1ccc(N2CCCCCC2)c(F)c1	0	i	-0.23	1.0	-0.4	1.3	-7.0	-0.19	-0.31	1.8	·	0.95	i	-5	1068	25	-30%	·	913
6	COc1cccc(/C=N/NC(=O)Cn2cnc3c2c(=O)n(C)c(=O)n3C)c1	·	·	-0.097	·	1.2	·	-0.6	0.61	-0.02	·	-2	-0.87	i	·	1060	·	1%	697	1365
7	CCn1cc(C(=O)Nc2ccc(NC(=O)c3ccco3)cc2)c(=O)c2ccc(C)nc21	-16	i	-0.25	6.0	-0.26	3.9	-0.6	-0.36	0.14	2.8	19	-0.041	i	-9	1330	-11	14%	658	896
8	CCCCCCNc1nc(NCc2ccco2)nc(OCC)n1	11	i	-0.16	0.2	-0.52	3.9	-3.0	-0.069	0.91	1.0	0	0.52	i	-12	903	32	-4%	747	1047
9	CCCCN1C(=O)/C(=C/C=C2/CC(C)(C)CN2C)SC1=S	-19	+	2.9	9.3	0.64	2.1	·	0.31	·	5.8	-6	-0.79	i	2.8*	·	-10	-18%	602	·
10	COC(=O)c1ccc(S(=O)(=O)NCc2ccc(S(N)(=O)=O)cc2)o1	·	·	-0.27	·	-0.4	·	-2.4	-0.24	-0.16	·	1	1.1	i	·	1493	·	7%	716	1107
11	Cc1ccc(-c2cnc3c(Cl)c(C)nn3c2)cc1	10	i	-0.27	40	1.8	17	41	1.1	-0.01	26	0	-0.92	i	2	1157	8	-91%	714	747
12	CCOc1ccc(NC(=S)Nc2ccc3nsnc3c2)cc1	-16	i	-0.13	5.1	0.46	2.0	-1.4	0.37	0.17	2.1	4	-0.33	i	-2	1207	2	-18%	652	888
13	O=C(CCNS(=O)(=O)c1cccc2nsnc12)N1CCN(c2ccccn2)CC1	-3	i	-0.16	13	2.1	1.6	·	1.5	0.83	1.1	-2	-0.83	i	-5	880	-13	-1%	814	·
14	COc1ccc(C)cc1-n1nnnc1SCC(=O)NNC(=O)c1ccc([N+](=O)[O-])cc1	9	i	-0.21	5.6	0.63	4.8	-0.8	0.64	-0.62	2.6	8	-0.78	i	12	1578	-3	2%	687	1169
15	COc1ccc(C)cc1NC(=O)CSc1nnc(COc2ccc(Cl)cc2)n1Cc1ccco1	18	i	-0.13	0.2	1.4	6.7	0.3	1.4	?	3.8	·	-0.86	i	14	·	25	-10%	·	862
16	COc1cc2c(C(=O)NCc3ccc(C)o3)cn(CC(C)C)c(=O)c2cc1OC	1.8*	i	-0.17	7.0	-1.2	1.9	-0.1	-0.5	-0.95	1.7	·	0.32	i	-4	1656	74*	-1%	·	1387
17	COc1ccc(CC(=O)N2N=C(C)CC2(O)C(F)(F)F)cc1 (stereo not drawn)	28	i	-0.21	11	0.18	3.1	-2.3	0.13	-0.19	2.1	-8	0.08	i	0	1293	-4	-9%	610	876
18	CC(OC(=O)CCC(=O)c1cccs1)C(=O)Nc1ccc(Cl)cn1 (stereo not drawn)	7	i	-0.27	7.6	-1.3	3.1	-0.8	-0.73	-0.34	2.4	-7	0.63	i	-2	2434	6	12%	518	949
19	CCOc1ccc2cc(S(=O)(=O)N3CCOCC3)ccc2c1	-10	i	-0.21	6.7	-0.095	3.5	1.0	-0.17	-0.45	2.5	0	-0.74	i	30	1768	-7	9%	686	1054
20	Cc1ccc(C(=O)Nc2ccc(CN3CCCCC3)cc2)c(C)c1	3	i	-0.22	6.0	1.9	3.0	-1.8	1.2	0.08	2.1	10	-0.92	i	27	1405	10	-17%	671	1177
21	CC1CCCN(C(=O)CCS(=O)(=O)Cc2ccccc2)C1 (stereo not drawn)	-11	i	-0.22	6.0	0.45	2.2	1.8	0.23	-0.12	2.5	3	0.38	i	11	1029	-13	2%	753	1179
22	COc1ccc(CN(C)CC(=O)Nc2sc3c(c2C#N)CCC3)c(OC)c1	-14	i	-0.37	2.3	0.27	3.2	-0.1	-0.38	0.4	3.0	2	0.47	i	1	1247	-1	14%	712	1135
23	COc1ccc(NC(=O)c2oc3cc(C)c(C)cc3c2C)c(OC)c1	-16	i	1.8*	2.9	-4*	1.4	-1.4	-2*	-0.01	1.1	4	-3.9*	i	0	1327	-7	14%	724	1275
24	O=C(COC(=O)/C=C/c1ccc([N+](=O)[O-])cc1)NCc1ccco1	·	·	-0.27	·	-1.9	·	-2.4	-0.67	0.1	·	-4	1.6	i	·	1375	·	7%	694	1067
25	CCc1nnc(NS(=O)(=O)c2ccc(N3C(=O)c4ccccc4C3=O)cc2)s1	-6	i	-0.3	5.1	-0.62	1.5	2.6	0.087	0.72	0.9	4	0.43	i	-2	1538	-23	1%	723	901
26	Cc1cc(N2C3CCC2CC(O)(c2ccc(F)cc2)C3)nc(-c2ccccc2)n1 (stereo not drawn)	22	i	-0.44	11	-0.86	2.5	0.6	-0.25	1.3	2.9	-16	0.85	i	-8	1188	28	-1%	796	952
27	O=C(Nc1cccnc1)c1ccc(F)cc1	-11	i	-0.25	7.5	-0.42	3.1	-0.2	-0.22	·	2.3	-9	0.8	i	-1	·	-24	8%	758	1029
28	CCc1noc(C)c1C(=O)N1CCCC(C(=O)c2cc(F)ccc2F)C1 (stereo not drawn)	7	i	0.81	4.8	-0.3	1.3	-1.0	0.28	·	1.1	0	0.56	i	4	·	3	9%	693	1553
29	N#Cc1ccccc1NC1=CC(=O)CCC1	-7	i	-0.16	5.1	-0.09	2.4	-2.1	0.25	0.12	2.0	·	0.85	i	2	1362	-4	-3%	·	951
30	CCOCCOC(=O)c1ccc(-n2cncn2)nc1	4	i	-0.31	10	-0.65	2.1	-1.3	-0.052	·	2.1	-7	1.2	i	-3	·	0	-14%	804	817

# Among those listed so far, these have a Cl atom.
no.	Molecule	WT yeast gro inh mutant strain	Autophagy HCS	Dynein transport cytoplasmic EGFP	MT stabilize HCS cytotoxicity %	Dynein transport	MT stabilize HCS	bCat nuc transl	Dynein transport nuclear GR-EGFP	Ins promoter up	MT stabilize HCS Hoechst-high %	Hep lipid drop	Dynein transport cell count	Yfh1-off respiration	Autophagy HCS cell loss 18 h	Ins promoter up cell count	WT yeast gro inh	NOD2 inhibition	Hep lipid drop cells 6.5 µM	bCat nuc transl cell count 5 µM
11	Cc1ccc(-c2cnc3c(Cl)c(C)nn3c2)cc1	10	i	-0.27	40	1.8	17	41	1.1	-0.01	26	0	-0.92	i	2	1157	8	-91%	714	747
15	COc1ccc(C)cc1NC(=O)CSc1nnc(COc2ccc(Cl)cc2)n1Cc1ccco1	18	i	-0.13	0.2	1.4	6.7	0.3	1.4	?	3.8	·	-0.86	i	14	·	25	-10%	·	862
18	CC(OC(=O)CCC(=O)c1cccs1)C(=O)Nc1ccc(Cl)cn1 (stereo not drawn)	7	i	-0.27	7.6	-1.3	3.1	-0.8	-0.73	-0.34	2.4	-7	0.63	i	-2	2434	6	12%	518	949

# Carrying on.
no.	Molecule	WT yeast gro inh mutant strain	Autophagy HCS	Dynein transport cytoplasmic EGFP	MT stabilize HCS cytotoxicity %	Dynein transport	MT stabilize HCS	bCat nuc transl	Dynein transport nuclear GR-EGFP	Ins promoter up	MT stabilize HCS Hoechst-high %	Hep lipid drop	Dynein transport cell count	Yfh1-off respiration	Autophagy HCS cell loss 18 h	Ins promoter up cell count	WT yeast gro inh	NOD2 inhibition	Hep lipid drop cells 6.5 µM	bCat nuc transl cell count 5 µM
31	COc1ccc(CC(=O)NC(C)c2nnc(SCCC(=O)Nc3ccccc3)n2C)cc1 (stereo not drawn)	-2	i	-0.13	0.2	2	1.4	0.6	1.4	0.91	0.4	-19	-1.3	i	-11	1575	19	0%	665	1002
32	O=C(CSc1ccc2c(c1)OCCO2)NCc1ccco1	-8	i	0.11	9.4	0.26	4.6	-1.6	0.9	-0.52	2.5	·	-0.61	i	5	1378	-3	2%	·	608
33	COc1ccc(/C=N/NC(=O)CCc2nc3ccccc3[nH]2)cc1	-1	i	-0.26	7.9	0.65	1.4	3.7	0.41	0.29	2.4	-2	-0.091	i	9	1352	5	1%	635	533
34	CN1CCN(c2nc3c(c(=O)[nH]c(=O)n3C)n2CCSc2nnnn2-c2ccccc2)CC1	·	·	-0.19	·	0.84	·	-0.6	0.44	-0.29	·	-5	-0.44	i	·	1171	·	4%	640	1326

# Not all compounds are listed; rates above refer to the full screens.
